PME-1 inh – PME-1 inhibitors via competitive probe labeling, primary screen, biochemical, fluorescence polarization, FP-Rh probe, HTS. inhibition, % at 5.9 µM. recombinant PME-1. 320,000 compounds, 0.53% hits. Protein phosphatase methylesterase 1 (Homo sapiens), Q9Y570;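 active = inhibition above the campaign mean of all compounds plus 3 SD, cut at about 26% in these data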;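 also: competitive labeling of PME-1 active site by serine hydrolase directed probe; 0% = PME-1 with DMSO and 100% = wells lacking PME-1 enzyme; inhibitors block probe labeling so polarization falls and inhibition rises; many of its hits are not listed in these tables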
PAFAH1B2 FP inh – PAFAH1B2 enzyme inhibitors, primary screen, biochemical, fluorescence polarization, human. inhibition, % at 3.39 µM. recombinant PAFAH1B2, FP-rhodamine activity probe. 340,000 compounds, 1.2% hits;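 active = inhibition above the mean of all tested compounds plus 3 SD, cut at about 24% in these data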;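 also: 0% = enzyme with DMSO and 100% = wells lacking PAFAH1B2; many of its hits are not listed in these tables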
Target sequence (P68402 whole entry, looked up): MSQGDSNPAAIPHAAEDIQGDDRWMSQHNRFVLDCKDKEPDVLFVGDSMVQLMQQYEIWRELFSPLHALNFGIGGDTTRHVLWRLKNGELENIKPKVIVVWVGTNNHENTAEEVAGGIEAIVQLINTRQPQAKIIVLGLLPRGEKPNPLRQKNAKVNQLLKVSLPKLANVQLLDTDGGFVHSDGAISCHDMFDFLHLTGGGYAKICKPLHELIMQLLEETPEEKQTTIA
BCLXL inh – inhibitors of human Bcl-xL, primary screen, biochemical, fluorescence polarization, HTS; Bcl-2-like protein 1 (Homo sapiens), Q07817; GST-Bcl-xL / FITC-Bim BH3 peptide fluorescence polarization; inhibition, % at 10.9 µM; 320,000 compounds, 0.7% hits; AID 2129, 2009;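 active = inhibition above the mean of all tested compounds plus 3 SD, cutoff set per campaign, cut at about 30% in these data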;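 also: 0% = DMSO wells and 100% = unlabeled Bim-BH3 peptide competitor; inhibitors lower millipolarization by displacing the labeled peptide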
Target sequence (Q07817 whole entry, looked up): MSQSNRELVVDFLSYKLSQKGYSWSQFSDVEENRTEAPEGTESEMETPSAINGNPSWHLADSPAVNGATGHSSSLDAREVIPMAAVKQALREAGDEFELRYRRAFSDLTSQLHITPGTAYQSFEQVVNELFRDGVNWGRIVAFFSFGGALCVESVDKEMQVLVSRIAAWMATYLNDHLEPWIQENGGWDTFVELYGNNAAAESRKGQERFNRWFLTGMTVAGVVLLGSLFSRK
Fam108B counter – mouse Fam108B serine hydrolase inhibitors, primary screen, counter-screen for RBBP9 inhibitor project, biochemical, fluorescence polarization | recombinant Fam108B, FP-Rh probe fluorescence polarization | inhibition, % at 9.51 µM | 300,000 compounds, 0.33% hits | AID 1947, 2009;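 active = inhibition above the screen mean inhibition plus 3 SD, computed separately per campaign, cut at about 18% in these data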;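 also: inhibitors lower polarization as less probe binds the enzyme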
MCL1 BIM primary – inhibitors of MCL1 binding to BIM-BH3, primary screen, biochemical, fluorescence polarization; Induced myeloid leukemia cell differentiation protein Mcl-1 (Homo sapiens), Q07820; GST-MCL1 / FITC-Bim-BH3 fluorescence polarization; inhibition, % at 10.9 µM; 320,000 compounds, 0.68% hits; AID 2057, 2009;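 active = inhibition above the mean inhibition of all tested compounds plus 3 SD, set per campaign, cut at about 40% in these data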;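 also: 0% = DMSO wells and 100% = unlabeled Bim-BH3 peptide control; higher means more loss of mP so more displacement of Bim peptide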
pPAFAH FP inh – pPAFAH enzyme inhibitors, primary screen, biochemical, fluorescence polarization, human | Platelet-activating factor acetylhydrolase (Homo sapiens), Q13093 | recombinant pPAFAH, FP-rhodamine probe fluorescence polarization | inhibition, % at 3.39 µM | 330,000 compounds, 1.5% hits;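 active = inhibition above the mean inhibition across the screen plus 3 SD, cut at about 25% in these data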;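 also: inhibitors block binding of the rhodamine activity-based probe so polarization drops; 0% = enzyme with DMSO and 100% = wells lacking pPAFAH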
MEX-5 binding – MEX-5 zinc finger RNA-binding disruptors – biochemical, C. elegans, fluorescence polarization, MLPCN library, primary screen | Zinc finger protein mex-5 (Caenorhabditis elegans), Q9XUB2 | MEX-5/FITC-TCR2 RNA binding; active compounds read low | activity score (negative = inhibition of binding), % at 10 µM | 300,000 compounds, 0.38% hits;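 active = inhibition past about -25% in most replicates, and total fluorescence under double the plate's negative control median, limit read from the data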;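 also: 0% = DMSO and -100% = 5 µM competing unlabeled TCR2 RNA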
AHR act – AHR activators, primary screen, cell-based, luminescence, luciferase reporter, human. Aryl hydrocarbon receptor (Homo sapiens), P35869. AHR-responsive luciferase reporter cells. activation, % at 5 µM. 320,000 compounds, 2.5% hits. AID 2796, 2010; in the data active = activation above about 47%;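 also: 0% = vehicle wells and 100% = reference agonist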
GLD-1 TGE inh – GLD-1/TGE RNA complex disruptors, primary screen, biochemical, fluorescence polarization; Female germline-specific tumor suppressor gld-1 (Caenorhabditis elegans), Q17339; purified GLD-1 + fluorescein TGE RNA; inhibition, % at 5.96 µM; 320,000 compounds, 0.44% hits; AID 2280, 2010;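 active = percent inhibition above a per-plate cutoff, the plate mean of test compounds plus 3 SD, cut at about 30% in these data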;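 also: 0% = DMSO wells with GLD-1 and probe and 100% = wells lacking GLD-1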
Target sequence (Q17339 whole entry, looked up): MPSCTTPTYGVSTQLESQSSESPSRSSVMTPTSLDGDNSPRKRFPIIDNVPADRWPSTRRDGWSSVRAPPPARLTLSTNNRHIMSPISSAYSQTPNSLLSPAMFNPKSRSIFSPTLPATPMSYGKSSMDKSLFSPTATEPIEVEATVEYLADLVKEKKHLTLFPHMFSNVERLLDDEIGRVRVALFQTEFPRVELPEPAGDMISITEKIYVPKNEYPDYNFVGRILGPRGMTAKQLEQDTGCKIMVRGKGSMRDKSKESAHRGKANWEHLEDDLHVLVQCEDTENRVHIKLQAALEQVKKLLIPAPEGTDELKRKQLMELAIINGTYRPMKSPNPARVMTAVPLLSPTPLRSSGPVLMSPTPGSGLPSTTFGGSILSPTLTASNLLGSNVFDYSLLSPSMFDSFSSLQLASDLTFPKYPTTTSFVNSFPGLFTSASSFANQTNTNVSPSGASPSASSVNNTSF
* marks the source's active call; other numbers are inactive results; / = no result given. Only part of the results is shown; the hit share may differ from the screen's.

nr	SMILES	PME-1 inh	PAFAH1B2 FP inh	BCLXL inh	Fam108B counter	MCL1 BIM primary	pPAFAH FP inh	MEX-5 binding	AHR act	GLD-1 TGE inh
1	O=S(=O)(Nc1nc2ccccc2nc1Cl)c1ccc2c(c1)OCCO2	7	1	3	1	3	7	-1.1	3	-5
2	Cc1ccc(Cn2nnc3c(=O)n(CC(=O)N4CCCCC4)cnc32)cc1	-2	2	1	-1	2	-1	/	2	4
3	COC(=O)c1cccc(NC(=O)CC2C(=O)NCCN2C(=O)Nc2ccccc2)c1 (configuration not stated)	0	1	-1	-2	-2	1	1.0	-3	0
4	COc1ccc(C(C)NC(=O)c2ccc(Br)cc2)cc1OC (configuration not stated)	1	1	7	-1	6	0	4.4	1	6
5	CC1=NN(c2ccccc2)C(=O)/C1=C/c1cn(C)c2ccccc12	12	1	8	2	4	2	-3.5	23	3
6	Cc1csc(SC(C)C(=O)Nc2ccccc2C)n1 (configuration not stated)	-1	0	2	/	6	3	/	-1	-1
7	CCc1sc(C(=O)NNC(=O)CNC(=O)c2ccccc2F)cc1C	-8	-3	2	/	3	-2	/	5	-1
8	Cc1ccc2nc(-c3ccc(NC(=O)C(C)Sc4nncs4)cc3)sc2c1 (configuration not stated)	-16	-3	1	-9	0	10	-7.1	-11	3
9	CCOCCCNC(=O)c1cc2c(=O)n(CC)c3ccccc3c2s1	1	1	2	-4	1	3	0.5	-2	3
10	CCc1c(C)nc(SCC(=O)NNC(=O)c2ccco2)[nH]c1=O	4	1	4	0	8	5	-37*	2	2
11	CC[C@H](C)C1NC(=O)[C@H](CC(=O)O)NC(=O)c2cc([N+](=O)[O-])cc(I)c2NCCC(C(N)=O)NC1=O (some centres not stated)	3	9	10	-5	9	10	0.6	1	6
12	O=C(CCCn1c(=S)[nH]c2cc3c(cc2c1=O)OCO3)N1CCN(c2ncccn2)CC1	5	7	0	4	-5	-5	-0.7	15	2
13	COc1ccccc1C(=O)NC(=O)COC(=O)C1CC1C (configuration not stated)	-1	1	-2	-2	-5	-9	1.2	8	-4
14	N/C(Cc1ccc(Cl)cc1Cl)=N\OC(=O)c1ccccc1	-2	5	1	-2	-2	2	1.6	4	8
15	C=CCn1c(=O)n(C(=O)OCC)c2cc(Br)ccc21	4	8	-3	1	0	7	0.4	-4	0
16	CCn1c(CNC(=O)c2ccccc2Cl)cc2ccccc21	0	9	4	0	4	5	-0.7	9	8
17	O=S(=O)(NCCc1ccccc1F)c1cccc(S(=O)(=O)N2CCOCC2)c1	3	14	5	-2	4	22	-1.5	3	-2
18	O=C(Nc1ccc(F)cc1)c1cccc(N2C(=O)C3C4C=CC(C5CC45)C3C2=O)c1 (configuration not stated)	-3	2	2	-5	-2	6	-0.1	40	1
19	CC(=O)c1cccc(NC(=O)CN2C(=O)C3C4C=CC(C4)C3C2=O)c1 (configuration not stated)	6	0	11	6	11	2	-2.9	1	0
20	CC1=C(O)C(=O)OC1c1c(Cl)cccc1Cl (configuration not stated)	1	-2	4	-1	3	6	-1.7	-3	3
21	COc1ccccc1C/C(N)=N/OC(=O)COc1ccc(C)cc1C	-5	5	-1	0	-2	9	2.7	3	8
22	CC(=O)N1CCN(C(=O)c2ccc(S(=O)(=O)Nc3cccc(C(F)(F)F)c3)cc2)CC1	-4	6	6	0	5	5	0.0	-1	1
23	COc1ccccc1N1CCN(C2CCCN(C(=O)c3cc(C)oc3C)C2)CC1 (configuration not stated)	1	-1	1	-2	1	1	-2.0	-3	-7
24	O=c1oc(-c2cccc(S(=O)(=O)N3CCOCC3)c2)nc2ccccc12	4	-1	1	-2	-8	0	0.1	-1	4
25	Cc1nc2scc(C)n2c(=O)c1S(=O)(=O)NCC1CCN(Cc2ccc(F)cc2)CC1	-6	1	3	-3	-2	-1	1.4	3	-10
26	CNC(C)C#Cc1ccc2c(=O)c3ccccc3oc2c1 (configuration not stated)	-4	-2	1	-6	-1	-3	2.6	18	-6
27	O=C(O)c1ccc(C(=O)c2ccc3c(c2)C(=O)N(Cc2ccco2)C3=O)cc1	-2	9	1	-2	2	-2	1.4	-1	4
28	O=C(NC(=S)Nc1ccc(N2CCOCC2)cc1)c1ccc(Cl)cc1	8	1	7	-1	14	1	2.7	4	1
29	Cc1ccc(-c2c(C(=O)NC(C)C)oc(=O)c3ccccc23)cc1	0	-1	6	7	2	2	0.5	-2	2
30	CC(=O)Oc1ccc(-c2nc3cc(Cl)ccc3c(=O)o2)cc1	-7	0	3	-14	3	-11	0.2	0	5

Taken from above.
For pPAFAH FP inh, compound 28 is listed with 1
For PAFAH1B2 FP inh, compound 11 is listed with 9

Ordered by value in AHR act (high to low): some entries from above
cpd	molecule	PME-1 inh	PAFAH1B2 FP inh	BCLXL inh	MCL1 BIM primary	pPAFAH FP inh	MEX-5 binding	AHR act	GLD-1 TGE inh
26	CNC(C)C#Cc1ccc2c(=O)c3ccccc3oc2c1 (configuration not stated)	-4	-2	1	-1	-3	2.6	18	-6
12	O=C(CCCn1c(=S)[nH]c2cc3c(cc2c1=O)OCO3)N1CCN(c2ncccn2)CC1	5	7	0	-5	-5	-0.7	15	2
7	CCc1sc(C(=O)NNC(=O)CNC(=O)c2ccccc2F)cc1C	-8	-3	2	3	-2	/	5	-1
25	Cc1nc2scc(C)n2c(=O)c1S(=O)(=O)NCC1CCN(Cc2ccc(F)cc2)CC1	-6	1	3	-2	-1	1.4	3	-10
2	Cc1ccc(Cn2nnc3c(=O)n(CC(=O)N4CCCCC4)cnc32)cc1	-2	2	1	2	-1	/	2	4
9	CCOCCCNC(=O)c1cc2c(=O)n(CC)c3ccccc3c2s1	1	1	2	1	3	0.5	-2	3
3	COC(=O)c1cccc(NC(=O)CC2C(=O)NCCN2C(=O)Nc2ccccc2)c1 (configuration not stated)	0	1	-1	-2	1	1.0	-3	0

The main list resumes with the 2 entries that preceded the break.
nr	SMILES	PME-1 inh	PAFAH1B2 FP inh	BCLXL inh	Fam108B counter	MCL1 BIM primary	pPAFAH FP inh	MEX-5 binding	AHR act	GLD-1 TGE inh
29	Cc1ccc(-c2c(C(=O)NC(C)C)oc(=O)c3ccccc23)cc1	0	-1	6	7	2	2	0.5	-2	2
30	CC(=O)Oc1ccc(-c2nc3cc(Cl)ccc3c(=O)o2)cc1	-7	0	3	-14	3	-11	0.2	0	5
31	Cc1cc(NC(=O)CCC(=O)N(c2ccccc2)C(C(=O)NC2CCCC2)c2cccs2)no1 (configuration not stated)	-9	6	4	-4	2	1	-0.1	0	-1
32	COc1ccc(N(CC(O)Cn2c(C)nc3ccccc32)S(=O)(=O)c2ccccc2)cc1 (configuration not stated)	-1	2	-1	-3	-5	-1	-0.7	-2	4
33	COc1ccc(C(=O)c2cc(C(C)=O)c(Nc3ccccc3)s2)cc1	2	0	1	-2	1	1	3.4	20	1
34	COc1ccc(CNC(=O)c2nnn(CC(=O)Nc3cc(C)cc(C)c3)c2N)cc1	-21	-5	-6	-10	-6	1	-0.8	1	-6
35	COc1cccc(N2CC(C(=O)Nc3c(C(N)=O)oc4ccccc34)CC2=O)c1 (configuration not stated)	-2	1	4	0	0	1	1.8	4	0
36	Cc1cccc(NC(=O)CCn2nc(C)cc2C)c1	-7	3	-1	-5	-5	-6	2.7	9	-1
37	O=C(COc1ccc(Cl)cc1)OCC(=O)N1CCCCCC1	-5	14	3	0	-4	15	-0.2	-3	5
38	O=[N+]([O-])c1ccc(N/N=C/c2ccccc2)c(F)c1	11	-1	-9	11	-22	7	1.1	1	-6
39	CCOC(=O)[C@H]1[C@H]2COc3cc(OC)ccc3[C@@H]2N2C(=O)N(c3ccc(Br)cc3)C(=O)[C@@]12C	-1	2	5	0	-2	5	-2.2	0	1
40	Cc1ccc(S(=O)(=O)NCc2ccc3c(c2)OCO3)cc1C	6	0	-1	3	-9	11	1.6	4	-4
41	CC(C)OC(=O)c1c(NC(=O)c2ccco2)sc2c1CCCCC2	-10	-2	4	-1	5	3	-1.0	6	5
42	CCSc1nc2sc3c(c2c(=O)[nH]1)CCc1ccccc1-3	3	1	2	3	-28	6	-3.9	57*	-9
43	CNc1oc(-c2ccc(C)cc2)nc1P(=O)(c1ccccc1)c1ccccc1	5	1	3	7	10	4	-2.4	2	3
44	CC1/C(=N/O)CC(c2ccco2)NC1c1ccco1 (configuration not stated)	4	6	-1	-1	0	2	0.5	-3	-1
45	O=C(Cc1ccc(F)cc1)Nc1nnc(SCC(=O)NC2CCCC2)s1	-2	9	-1	0	-11	0	-1.6	0	-2
46	O=C(NCCC1=CCCCC1)C1CCC(CNc2c(N3CCCCC3)c(=O)c2=O)CC1 (configuration not stated)	3	4	5	-4	4	4	-2.9	4	-5
47	Clc1ccc(N=C2SCCS2)cc1	0	1	0	3	9	4	-1.6	1	4
48	Cc1c(Cl)cccc1NC(=O)CCC(=O)NNC(=O)CCC(=O)O	-3	6	2	-1	5	4	1.6	-2	5
49	CC1=C(C)NC(=S)SC1	5	-1	12	-2	19	2	2.3	2	5
50	COC(=O)C1CCN(C(=O)COC(=O)[C@@H]2CC(O)CN2S(=O)(=O)c2ccc3c(c2)OCCO3)CC1 (some centres not stated)	5	1	-1	2	-1	0	-0.6	0	3
